Source: PubChem BioAssay (several laboratories)
dFosB activator: enhances mouse delta FosB homodimer DNA binding; purified delta FosB, TAMRA-CDK5 oligo fluorescence polarization; percent of positive-control signal above neutral wells; activation, % at 25 µM; hit rate 0.99% among 340,000; AID 493131;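 active means mean activation above about 17%, with every replicate also reaching it, limit read from the data, passing the limit was not always enough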;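 further: fluorescence polarization rise as delta FosB binds a TAMRA Cdk5 AP-1 oligo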
LANA DNA inh: blocks KSHV LANA C-terminal domain binding to DNA; MBP-C-LANA/FAM-LBS DNA binding, fluorescence polarization; inhibition, % at 9 µM; hit rate 0.078% among 340,000; AID 504423;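 active means highest replicate inhibition at or above 60% at 9 µM, even if other replicates fall short; inactive means all replicates below 60% inhibition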;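 further: 0% = neutral control wells and 100% = 4 µM acridine orange control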
Keap1 Nrf2 FP: Keap1-Nrf2 (human) interaction inhibition. Keap1 Kelch-Nrf2 peptide fluorescence polarization, 1536-well. hit rate 0.15% among 340,000. inhibition, % at 9.4 µM; in the data active means inhibition above about 12%;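 further: human Keap1 Kelch domain with fluorescein labeled Nrf2 9mer peptide probe; 0% = neutral control wells and 100% = peptide positive control; higher means more block of Keap1 binding to Nrf2 peptide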
PvdQ inh: P. aeruginosa PvdQ acylase inhibition. hit rate 0.063% among 340,000. AID 488965. inhibition, % at 10 µM. purified PvdQ acylase, fluorescence plate reader; in the data active means inhibition above about 30%, passing the limit was not always enough;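 further: 0% = vehicle neutral wells and 100% = reference inhibitor wells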
RTF Ca sens inh: cardiac RTF calcium desensitization. P19429+P45379. IANBD-labeled cardiac RTF, Ca2+ fluorescence. inhibition, % at 7.15 µM. hit rate 0.12% among 340,000;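 active means inhibition above the mean inhibition of all tested compounds plus 3 SD, cut at about 17% in these data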;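 further: assay run at fixed EC70 calcium of 1.6 mM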
CDK5 inh: blocks human CDK5/p35 kinase activity; Q00535+Q15078; Recombinant CDK5/p35, ADP-Glo luminescence, 60 min; inhibition, % at 10 µM; hit rate 0.01% among 330,000;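 active means highest replicate inhibition of at least 50% and at least 75% of replicates reaching 50%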;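 further: plate controls were DMSO neutral control for no effect and GW8510 at 10 µM for full effect; many of its hits are not listed in these tables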
Rtt109 HAT inh: inhibitors of Candida albicans Rtt109/Vps75 histone acetyltransferase. purified Rtt109/Vps75, ThioGlo CoA-SH fluorescence, 4 h. Q5AAJ8. inhibition, % at 34.9 µM. AID 540336. hit rate 0.16% among 330,000;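 active means inhibition of at least 50% in every replicate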
PfHsp90 set2: inhibits growth of yeast expressing Plasmodium falciparum Hsp90 | AID 504621 | inhibition, % at 9.4 µM | S. cerevisiae expressing PfHsp90, BacTiter-Glo ATP, 48 h; yeast lacking PDR1 and PDR3 efflux regulators | hit rate 0.32% among 310,000;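 active means every replicate shows inhibition above about 80%, whatever the replicate mean, limit read from the data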;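 further: 0% = DMSO neutral controls and 100% = 20 µM radicicol positive controls; yeast relying on Plasmodium falciparum Hsp90 in place of its own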
SUMO Mot1 rescue: SUMOylation pathway inhibition by Mot1-301 growth rescue; S. cerevisiae Mot1-301 growth rescue, ATP luminescence, 38.5C; percent above DMSO median, 100 means doubled; growth rescue, % at 18.8 µM; hit rate 1% among 320,000; AID 2716;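 active means every valid replicate shows activation above 250% relative to neutral control wells; inactive means the rest, any valid replicate at or below 250%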;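 further: OY570 slx delta 5 strain wells were the positive control but not used for scaling; some compounds called inactive have numbers as strong as hits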
NSD2 inh: NSD2 (human) methyltransferase inhibition; O96028; NSD2 peptide methylation, AlphaScreen, 120 min; inhibition, % at 12.5 µM; hit rate 0.54% among 310,000; AID 743445; in the data active means inhibition above about 50%
RTF Ca sens act: increases calcium sensitivity of human cardiac regulated thin filaments | P19429+P45379 | IANBD-labeled TnC RTF fluorescence at EC20 calcium; 0% EC20 calcium, 100% full calcium | activation, % at 7.2 µM | hit rate 0.24% among 340,000 | AID 493008;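 active means activation above the mean over all tested compounds plus 3 SD, cut at about 30% in these data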;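 further: rise in fluorescence read as greater calcium sensitivity of cardiac thin filaments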
* = called active by the depositor; x = no result given; & = joins results of further samples. A portion of the library; the hit share may differ from the screen's.

SMILES | dFosB activator | LANA DNA inh | Keap1 Nrf2 FP | PvdQ inh | RTF Ca sens inh | CDK5 inh | Rtt109 HAT inh | PfHsp90 set2 | SUMO Mot1 rescue | NSD2 inh | RTF Ca sens act
COc1ccc(NC(=O)N2C[C@@H]3C[C@@H](C2)c2cccc(=O)n2C3)c(OC)c1 | -10 | -0.7 | -1 | 10 | 0 | 1.5 | -3 | 0 | -2 | x | -4
CCOC(=O)C(O)(c1ccc(NC(=O)NC2CCCCC2)cc1)C(F)(F)F (stereo unspecified) | -2 | 1.5 | 2 | 0 | -3 | -3.2 | 1 | -3 | -9 | 3 | 0
COC(=O)C1=C(c2ccc3ccccc3c2)C[C@@H]2CC[C@H]1N2C(=O)NC(C)C | 3 | 2.5 | 0 | -6 | -2 | 0.4 | -1 | -5 | 2 | x | -1
COC(=O)C1=C(c2ccc(-c3ccccc3)c(F)c2)C[C@@H]2CC[C@H]1N2C(=O)NC1CC1 | -13 | 1.1 | -1 | -13 | -2 | -1.6 | 10 | 8 | 14 | x | -3
COc1cccc2cc(-c3cc(=O)oc4ccc(OC(=O)N(C)C)cc34)oc12 | 1 | -1.0 | 0 | -3 | -4 | -1.6 | -1 | 19 | -5 | -1 | 0
O=P1(NCc2ccco2)COc2ccccc2OC1 | 4 | -1.4 | 0 | -8 | -14 | -0.1 | -10 | 9 | -12 | -3 | 0
Cc1cccc(-n2c(O)c(/C=C3/C(c4ccccc4)=Nc4ccccc43)c(=O)[nH]c2=O)c1 | -18 | 0.9 | -4 | -7 | -14 | 0.2 | 17 | 40 | 64 | x | -1
O=C(O)C1C2CC3CC(C2)CC1(n1ncc(N2CCC4(CC2)OCCO4)c(Cl)c1=O)C3 (stereo unspecified) | 2 | -0.4 | -2 | -4 | -14 | -0.3 | 0 | 15 | 0 | -1 | -1
CC(NC(C)(C)C)C(=O)c1cccc(Cl)c1 (stereo unspecified) | 7 | 1.4 | 2 | -4 | 11 | -0.6 | -3 | -21 | -9&-5 | x | -4
CCN(CC)P(=S)(c1c(C)nc2ccccn12)c1c(C)nc2ccccn12 | -3 | 1.4 | -2 | 14 | -2 | 2.5 | 20 | 4 | -21 | 0 | 3
CC(C)Oc1cccc(NC(=O)c2cccn(Cc3ccc4c(c3)OC(F)(F)O4)c2=O)c1 | -21 | -0.9 | -3 | 1 | -14 | 0.9 | 1 | 13 | 5 | -2 | 3
CN(C)CC1CCCCC1=O (stereo unspecified) | 1 | 1.2 | 1 | -1 | 3 | 0.8 | 0 | 11 | -7 | -1 | -4
COc1c(C)cc(C(=O)C2CCCN(Cc3cccc(C)n3)C2)cc1C (stereo unspecified) | -1 | -1.2 | -4 | -12 | -5 | -2.4 | x | -11 | 20 | -1 | 0
COc1ccc(CCN(C)Cc2ccncc2)cc1OC | 1 | 0.2 | 1 | -15 | -8 | 2.8 | 11 | -53 | 175 | 3 | 6
COCc1c(CN)cnc(C)c1N | 0 | 2.8 | -6 | -4 | -8 | 2.2 | 11 | 7 | -1 | 25 | 0
COc1ccc(-n2c(-c3ccccc3[N+](=O)[O-])nc3ccccc3c2=O)cc1 | -2 | -0.3 | -3 | -4 | -2 | 0.9 | -4 | -3 | 3 | 10 | -6
CCN(CC)C(=O)Cn1cc(C=C2C(=O)N(C)C(=O)N(C)C2=O)c2ccccc21 | -4 | 0.5 | -13 | -6 | -11 | -3.1 | 4 | -2 | 13 | 1 | 0
C#C[C@@]1(O)CCC2C3CCC4=C/C(=N/OCC(=O)NC(CCC(N)=O)C(=O)O)CC[C@]4(C)C3CC[C@@]21C (stereo partly specified) | 0 | -3.7 | -2 | -2 | -8 | 1.0 | 4 | 6 | -2 | 0 | -3
C=C1C[C@]2(O)[C@@]3(C)CCC(=O)C(C)(C)C3=C(O)C(=O)[C@@]2(C)[C@@H]2C(=O)O[C@@](C)(C(=O)OC)C(=O)[C@@]12C | -7 | 2.4 | -1 | -6 | -6 | -2.7 | -11 | -11 | 3 | x | -3
Cc1cccc(-n2c(CN3C(=O)c4ccccc4C3=O)nc3ccccc3c2=O)n1 | -3 | 2.5 | 3 | -3 | -2 | -1.8 | -10 | 10 | -11 | x | -10
OCCOCC#CCN1CCOCC1 | 5 | -1.3 | -2 | -4 | 1 | 2.1 | -9 | -1 | -6 | 0 | 3
O=C1OC(c2ccc(Br)cc2)=N/C1=C\N1CC2CC(C1)c1cccc(=O)n1C2 (stereo unspecified) | -9 | -1.3 | -3 | -10 | -12 | -3.5 | 36 | -21 | x | 7 | -3
CCOc1cc(/C=C2\C(=O)NC(=O)N(C)C2=O)cc([N+](=O)[O-])c1O | 0 | -0.9 | 3 | 2 | 5 | -0.6 | 34 | -35 | 0 | 2 | -3
CC(=O)O[C@H]1CC[C@@]2(C)C(=CC[C@@H]3[C@@H]2CC[C@]2(C)C(=O)CC[C@@H]32)C1 | -1 | -4.2 | -4 | -8 | -6 | -0.5 | 8 | 39 | 483* | x | 7
CCOC(=O)N(CC)c1ccc(C(O)(C(=O)OC)C(F)(F)F)cc1 (stereo unspecified) | 1 | 1.6 | -6 | 1 | 3 | 1.1 | -20 | -19 | 4 | 14 | -2
c1ccc(CCNCc2cccs2)cc1 | 0 | -0.3 | 3 | 3 | -2 | -0.8 | -1 | 3 | -2 | -1 | -9
COc1ccc(N=C(C)c2c(O)[nH]c(=O)[nH]c2=O)cc1 | -1 | -1.6 | -5 | -10 | 1 | -0.6 | -2 | -17 | -16 | 1 | -7
COc1ccc(C[C@H]2NC[C@H](O)[C@H]2OC(C)=O)cc1 | 2 | 2.4 | -7 | 4 | -5 | -1.1 | 18 | 5 | 71 | x | 2
COc1cc(CC(=O)N2C[C@H]3C[C@@H](C2)c2cccc(=O)n2C3)cc(OC)c1OC | -4 | -1.0 | -4 | -7 | 4 | 0.2 | -8 | 11 | -6 | x | 2
COC(=O)C1=C(c2ccc(-c3ccccc3)c(F)c2)C[C@@H]2CC[C@H]1N2C(=O)NC1CCCCC1 | -14 | 0.2 | -4 | -17 | 6 | -1.0 | 6 | 24 | 3 | x | -2

Brought forward from above: two entries, followed by the next part.
SMILES | dFosB activator | LANA DNA inh | Keap1 Nrf2 FP | PvdQ inh | RTF Ca sens inh | CDK5 inh | Rtt109 HAT inh | PfHsp90 set2 | SUMO Mot1 rescue | NSD2 inh | RTF Ca sens act
COc1cc(CC(=O)N2C[C@H]3C[C@@H](C2)c2cccc(=O)n2C3)cc(OC)c1OC | -4 | -1.0 | -4 | -7 | 4 | 0.2 | -8 | 11 | -6 | x | 2
COC(=O)C1=C(c2ccc(-c3ccccc3)c(F)c2)C[C@@H]2CC[C@H]1N2C(=O)NC1CCCCC1 | -14 | 0.2 | -4 | -17 | 6 | -1.0 | 6 | 24 | 3 | x | -2
CC1CC(C)CN(CC(=O)c2ccc(OC(F)F)cc2)C1 (stereo unspecified) | -1 | 0.0 | -6 | -19 | -16 | 1.2 | 1 | -4 | 74 | -3 | -3
Cc1ccc(-c2nn(Cc3ccccc3)cc2C=O)cc1 | -3 | 1.5 | -2 | -13 | 3 | -1.0 | -4 | -28 | -15 | 13 | -2
O=c1[nH]c(O)c(C=NC2CCN(Cc3ccccc3)CC2)c(=O)[nH]1 | -2 | -2.3 | -3 | 0 | -14 | -1.4 | 2 | -3 | -10 | -3 | -1
CCN(CC)C(=O)c1ccc(NC(=O)c2cc(S(=O)(=O)N3CCCCCC3)ccc2OC)cc1 | -16 | -0.8 | 1 | -14 | -6 | -2.8 | 12 | x | 19 | -1 | 2
COc1ccc(-n2c(SC)nc3ccccc3c2=O)cc1 | -11 | -1.6 | -1 | 4 | 0 | 1.5 | -15 | 10 | -3 | -3 | 5
Cc1cccc2c(CCN)c[nH]c12 | -7 | -0.1 | -4 | -10 | -16 | -0.3 | -4 | x | -6 | 7 | 5
CC12CCC3C(CC=C4CC(O)CCC43C)C1C/C(=C\c1cccc(F)c1)C2=O (stereo unspecified) | -7 | 1.0 | 0 | 11 | -9 | 4.3 | 7 | 13 | 87 | -2 | 6
CCOP(=S)(OCC)N1CC1 | 4 | 5.4 | 6 | -12 | 7 | -0.2 | -12 | -22 | x | -1 | -5
CCC1(CC)COP(=O)(OCC(Cl)CCl)OC1 (stereo unspecified) | 5 | 3.1 | -3 | -10 | -6 | -0.8 | -2 | -11 | x | 1 | 10
COC(=O)C1C2CC[C@@H](CC1OC(=O)c1ccccc1)N2 (stereo partly specified) | -8 | -0.2 | 3 | -17 | -7 | -5.2 | -2 | x | x | x | 1
COCCCn1c(N)c(C(=O)Nc2sc3c(c2C(=O)OC)CCCC3)c2nc3ccccc3nc21 | 0 | 1.1 | -3 | -6 | -2 | -2.8 | 10 | -15 | 48 | -4 | -19
O=C(c1ccc(C(F)(F)F)cc1)C1CCCN(C2CCSCC2)C1 (stereo unspecified) | -1 | -0.8 | -1 | -10 | 4 | -0.5 | 2 | 7 | 356 | 0 | 2
O=[N+]([O-])c1cc(F)c(N2CCCC2)cc1Br | 4 | -0.7 | -1 | 6 | -9 | -0.2 | 1 | 10 | 24 | 14 | 3
COc1ccccc1NC1(C#N)CCCCC1 | 5 | 2.3 | -3 | 12 | 6 | 1.2 | 4 | 4 | 0 | -7 | 1
COC(=O)CC(NC(=S)N1CC2C[C@@H](C1)Cn1c2cccc1=O)C(=O)OC (stereo partly specified) | 1 | -0.7 | 0 | -12 | -16 | -1.4 | 7 | 5 | -11 | 0 | 2
Cc1ccccc1CN1Cc2cnnn2-c2ccccc2C1C#N (stereo unspecified) | -16 | 0.0 | -11 | -14 | -1 | -1.0 | 16 | -19 | x | x | 2
CC1=NN(c2ccccc2)C(=O)C1/C=C1\C(=O)NC(=O)N(c2ccc(C)c(C)c2)C1=O (stereo unspecified) | 1 | -1.3 | -4 | -15 | -4 | -2.1 | 30 | 4 | 8 | 15 | -3
Cc1ccc(C(=O)C2CN3CCC2CC3)cc1 (stereo unspecified) | -7 | 0.1 | -2 | -14 | -1 | 1.2 | 14 | -29 | x | -6 | -3
O=P1(Oc2ccccc2)CC=C[C@H](COCc2ccccc2)O1 (stereo partly specified) | -4 | -1.3 | -7 | -1 | 3 | 1.4 | -3 | -41 | 7 | x | -3
CCC(C)n1c(O)c(C=NCCN2CCOCC2)c(=O)[nH]c1=S (stereo unspecified) | -1 | -1.0 | -6 | 7 | 1 | -0.7 | -2 | 8 | 239 | 0 | 9
O=C(NCC(c1cccnc1)N1CCN(c2ccc(F)cc2)CC1)Oc1ccccc1 (stereo unspecified) | -5 | -0.9 | -1 | -9 | 2 | -0.4 | 4 | -19 | 5 | 4 | -1
COc1ccccc1CCNC1CCC(C(C)(C)C)CC1 (stereo unspecified) | -1 | 0.1 | 1 | -5 | -8 | 1.3 | 2 | 22 | 8 | x | 4
CCCCC(=O)N/N=C/c1c(O)n(CC)c(=S)n(CC)c1=O | -9 | -17 | -166 | 0 | -124 | 1.2 | 12 | 22 | -1 | -2 | 93*
Cc1cc(N2C(=O)C3CCCN3C2c2ccc(Cl)c(Cl)c2)no1 (stereo unspecified) | -6 | 2.6 | 1 | -5 | 1 | -0.7 | 4 | x | -6 | 84* | -2
